High-throughput results (PubChem BioAssay)
GLS inh: inhibitors of human glutaminase (GLS); O94925; GLS enzymatic activity, qHTS titration; Potency, µM (doses to about 45.5 µM), for inactives: top-dose activity change, negative = inhibition, actives largely listed as inhibitors; 0.21% of 410,000 active; note: potency is the fitted concentration of half-maximal effect; % is set by controls: 0 for no effect and ±100 for the full control effect
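hKGA in 45 mM KH2PO4 pH 8.2, 0.02% Tween-20 with pin-transferred compounds; 1 mM L-glutamine (stock) plus glutamate oxidase/HRP/Amplex Red coupling added. Fluorescence read initially and after 30 min at RT.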
PI4K2A inh: PI4K2A (human) kinase inhibition. 0.13% of 420,000 active. purified PI4K2A, ADP-Glo luminescence, 1 h; hits give low values. activity change, negative = inhibition, % at 76.9 µM. Q9BTU6; in the data active = activity change below about -50%; inconclusive = mostly about -30% to -49%;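 note: -100% = wells without enzyme as full effect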
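ADP-Glo luminescence measured ADP generated by PI4K2A enzyme (4 ug/mL before mixing) with 1.2 mM PI substrate (pre-mix) and 300 microM ATP (pre-mix). Tris pH7.5 buffer with MgCl2, Triton X-100; 1 h reaction at ambient temperature.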
HP1b chromo inh: blocks HP1-beta chromodomain binding to methylated histone tails | P83916 | AlphaScreen HP1-beta / biotin-H3K9me3 peptide binding | Potency, µM (series often up to 114 µM), for the others: top-dose activity change, negative = inhibition, actives largely listed as inhibitors | 0.56% of 390,000 active | AID 540317; note: potency is the fitted concentration of half-maximal effect; nearly all actives have a fitted effect of over 70% in size; inactives centre near 23
Target sequence (P83916 whole entry, looked up): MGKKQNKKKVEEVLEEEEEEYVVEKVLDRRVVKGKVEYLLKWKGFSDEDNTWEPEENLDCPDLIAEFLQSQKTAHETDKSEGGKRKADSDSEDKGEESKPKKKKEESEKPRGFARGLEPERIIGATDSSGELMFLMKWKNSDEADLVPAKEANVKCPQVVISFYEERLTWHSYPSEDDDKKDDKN
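AlphaScreen: HP1-beta (50 nM) preformed 30 min with biotin-H3(1-18)K9me3 peptide (50 nM) in PBS pH 7.4, 0.01% Tween-20. Compound added for 30 min at RT, then streptavidin donor/nickel chelate acceptor beads (10 ug/mL) for 30 min.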
JMJD2A Tudor: blocks the human JMJD2A Tudor domain | AlphaScreen JMJD2A-Tudor / H3K4me3 peptide binding | Potency, µM (top dose mostly 114 µM), without a hit: at the highest dose activity change, negative = inhibition, hits mostly inhibitors | 4.4% of 390,000 active; note: potency is the fitted concentration of half-maximal effect; % is set by controls: 0 for no effect and ±100 for the full control effect; nearly all actives have a fitted effect of over 50% in size
Tb PGK inh: inhibitors of T. brucei phosphoglycerate kinase; P07378; PGK/GAPDH coupled, Kinase-Glo luminescence, 60 min; Potency, µM (titrated, usually from 57.5 µM), for the others: at the highest dose activity change, negative = inhibition, hits mostly inhibitors; 0.043% of 380,000 active; AID 602233; note: potency is the fitted concentration of half-maximal effect; % is set by controls: 0 for no effect and ±100 for the full control effect; nearly all actives have a fitted effect of over 60% in size
Target sequence (P07378 whole entry, looked up): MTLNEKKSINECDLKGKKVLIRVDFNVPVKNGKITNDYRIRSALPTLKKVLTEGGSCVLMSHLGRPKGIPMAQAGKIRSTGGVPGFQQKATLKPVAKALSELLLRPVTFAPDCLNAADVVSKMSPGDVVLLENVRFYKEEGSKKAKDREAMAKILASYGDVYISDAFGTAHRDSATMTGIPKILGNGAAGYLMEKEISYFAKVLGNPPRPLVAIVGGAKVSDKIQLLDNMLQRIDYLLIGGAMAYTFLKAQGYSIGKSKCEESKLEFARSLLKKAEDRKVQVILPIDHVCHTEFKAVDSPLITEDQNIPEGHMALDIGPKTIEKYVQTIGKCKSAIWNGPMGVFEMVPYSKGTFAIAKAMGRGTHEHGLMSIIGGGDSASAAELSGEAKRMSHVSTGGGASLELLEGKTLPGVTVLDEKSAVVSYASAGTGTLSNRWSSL
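Luminescent ATP detection (Kinase-Glo Plus) follows a 60-minute room-temperature incubation, with wells lacking PGK as controls. Buffer: 100 mM TEA (pH 7.6), 5 mM MgCl2, 0.01% Tween-20. Coupling enzyme GAPDH (100 nM final) supplies unstable 1,3-BPG in-well.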
ERG Ets-DNA blk: inhibitors of human ERG Ets domain-DNA interaction. P11308. fluorescence polarization, His-ERG Ets domain / labelled DNA. Potency, µM (titrated, usually from 76.9 µM), inactives show at the highest dose FP activity, negative = inhibition, hits mostly inhibitors. 0.028% of 370,000 active; active = well fitted inhibition curve with a large enough effect in the polarisation, with a control signal flat; inconclusive = small, poorly fitted or top-dose-only effect, or effect the other way, or a change in a side signal; inactive = no such curve, though single readings can be large or run the other way; the % refers to the polarisation;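 note: polarization taken with two DNA probes labelled with fluorescein and Texas red; potency is the fitted concentration of half-maximal effect; % of control where 0% means no effect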
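His-tagged ERG Ets domain (1 uM in the protein solution; 300mM KCl, 50mM Tris-HCl, 1mM EDTA, 1mM DTT, pH 7.5) received compound, then a probe mix of 5 nM fluorescein-DNA and 100nM Texas-615-DNA. Fluorescence polarization was read for both dyes.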
Pin1 inhibitor: human Pin1 inhibition | AID 504891 | Pin1 FP peptide displacement, HiFluor488, 10 min | Q13526 | 0.009% of 390,000 active | Potency, µM (top dose mostly 115 µM), without a hit: at the top dose activity, negative = inhibition, actives largely listed as inhibitors; active = well fitted inhibition curve with a large enough effect in the polarisation, with a control signal flat, not every such curve was filed as active; inconclusive = small, poorly fitted or top-dose-only effect, or effect the other way, or a change in a side signal; inactive = no such curve, though single readings can be large or run the other way; the % refers to the polarisation; note: potency is the fitted concentration of half-maximal effect; % is set by controls: 0 for no effect and ±100 for the full control effect
BAZ2B block: inhibitors of human BAZ2B bromodomain; Q9UIF8; AlphaScreen BAZ2B-H3K14Ac peptide displacement; Potency, µM (top dose mostly 114 µM), inactives show at the top dose activity change, negative = inhibition, hits mostly inhibitors; 4.4% of 360,000 active; note: potency is the fitted concentration of half-maximal effect; % is set by controls: 0 for no effect and ±100 for the full control effect; nearly all actives have a fitted effect of over 60% in size
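AlphaScreen luminescence quantifies BAZ2B engagement of H3K14Ac peptide; the protein and biotinylated peptide are both at 50 nM final, buffer PBS pH 7.4 with 0.01% Tween-20, all steps at room temperature.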
G9a block: inhibitors of human histone lysine methyltransferase G9a | G9a H3K9 monomethylation, AlphaScreen, 2 h | Potency, µM (top dose mostly 102 µM), for the others: at the top dose activity, negative = inhibition, most hits filed as inhibitors | 8.8% of 350,000 active | AID 504332; note: potency is the fitted concentration of half-maximal effect; % is set by controls: 0 for no effect and ±100 for the full control effect; nearly all actives have a fitted effect of over 75% in size
Target sequence (Q96KQ7 913-1193 limits assumed): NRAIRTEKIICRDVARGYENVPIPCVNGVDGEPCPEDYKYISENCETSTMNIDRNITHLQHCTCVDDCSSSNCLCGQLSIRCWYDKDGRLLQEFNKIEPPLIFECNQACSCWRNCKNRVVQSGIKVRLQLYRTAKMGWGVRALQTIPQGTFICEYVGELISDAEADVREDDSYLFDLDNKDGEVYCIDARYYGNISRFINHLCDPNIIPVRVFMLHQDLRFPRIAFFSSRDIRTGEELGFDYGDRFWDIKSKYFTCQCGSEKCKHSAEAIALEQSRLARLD
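Methyltransferase reactions run at room temperature for 2 h (20 nM enzyme, 500 nM biotin-H3K9 peptide, 20 uM SAM) after a 15 min compound preincubation; product detected by AlphaScreen beads and anti-H3K9me1 antibody.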
* = called active by the depositor; i = inactive; ? = inconclusive; · = no result given; & = joins results of further samples; [ ] = dose if it differs, or a comment. Unless noted, calls come from the whole dose curve; as a rule, active = well fitted curve in the direction sought with a large enough effect; inconclusive = small, poorly fitted or top-dose-only effect, or another doubt; inactive = no such curve, though single readings can be large; an effect the other way counts as inactive or inconclusive.

Start of the listing, in advance, 2 compounds:
GLS inh,PI4K2A inh,HP1b chromo inh,JMJD2A Tudor,Tb PGK inh,ERG Ets-DNA blk,Pin1 inhibitor,BAZ2B block,G9a block,Compound
-9%,3,54%[activator],-12%,-2%,2%,1%,10%,15%[59 µM],CCC(C)N1CCCC1C(=O)Nc1c(C)cc(C)cc1C (centres undefined)
-8%,3,31%,-7%,-3%,?,-6%,·,·,C/C=C/C(=O)N[C@@H]1c2ccccc2CC[C@@H]1OCc1ccccc1

The list itself, previewed entries included:
GLS inh,PI4K2A inh,HP1b chromo inh,JMJD2A Tudor,Tb PGK inh,ERG Ets-DNA blk,Pin1 inhibitor,BAZ2B block,G9a block,Compound
-9%,3,54%[activator],-12%,-2%,2%,1%,10%,15%[59 µM],CCC(C)N1CCCC1C(=O)Nc1c(C)cc(C)cc1C (centres undefined)
-8%,3,31%,-7%,-3%,?,-6%,·,·,C/C=C/C(=O)N[C@@H]1c2ccccc2CC[C@@H]1OCc1ccccc1
4%,-2,-7%,?,-7%,3%,0%,?,?,COc1ccc(-n2c(SCc3ccc([N+](=O)[O-])cc3)nnc2-c2ccc(C)cc2)cc1
2%,-10,22%,-17%,-3%,9%,3%,-15%,?,N#CC1=C(N)OC2=C(C(=O)CC(c3ccccc3)C2)C1c1ccoc1 (centres undefined)
7%,-1,7%,-14%,-5%,-14%,0%,·,·,Cc1ccc(C(=O)NCCCN2CCOCC2)cc1
19%,3,32%,-3%,-3%,12%,5%,10%,14%[59 µM],CSCCC(NC(=O)c1ccccc1Br)C(=O)NNC(=O)c1ccco1 (centres undefined)
0%,-3,23%,0%,-5%,-7%[15.4 µM],-12%,·,·,Cc1ccccc1NC(=O)c1cccc(NC(=O)c2c(C(=O)O)cccc2[N+](=O)[O-])c1
-2%,-9,27%,-19%,i,-4%,20%,-23%,26%,COc1ccc(CNC(=O)C2CCN(c3nc(-c4ccccc4)nc4c3CCC4)CC2)cc1
21%,-1,26%,-25%,4%,-5%,-4%,2%,6%[12.7 µM],NC1=NC[C@H](Cc2ccc(O)cc2)N1CCc1cc(C(F)(F)F)cc(C(F)(F)F)c1
0%,-1,21%,-24%,-9%,-14%,10%,-29%,?,CCCCCCN1CC(=O)N2Cc3[nH]c4ccccc4c3C[C@H]2C1=O

(next part)
GLS inh,PI4K2A inh,HP1b chromo inh,JMJD2A Tudor,Tb PGK inh,ERG Ets-DNA blk,Pin1 inhibitor,BAZ2B block,G9a block,Compound
-27%,-3,-2%,?,-1%,0%,11%,-32%,?,Cc1ccc(C(=O)c2sc(Nc3ccccc3)c(C#N)c2N)cc1
-3%,2,17%,-10%,-8%,9%,-3%,-5%,-8%[2.33 µM],CC(C)n1cnnc1SCC(=O)NC(=O)c1ccccc1
11%,1,-18%,?,-4%,-25%,4%,-34%,-9%[59 µM],CC(=O)Nc1ccc(S(=O)(=O)NCc2ccc3[nH]c(C)cc3c2)cc1
5%,-5,33%,-22%,-8%,-3%,4%,-14%,33%,Cc1ccc(NC(=O)COC(=O)C2CC(=O)N(Cc3ccccc3)C2)cc1F (centres undefined)
-2%,-3,8%,-11%,-3%,0%,-4%,-4%,-6%,COc1ccc(S(=O)(=O)N2CCN(CC(O)COc3ccc(C#N)cc3)CC2)cc1OC (centres undefined)
5%,-1,27%,-16%,3%,-5%,4%,1%,-8%[59 µM],Cc1cccc(-n2ncc3c(NCc4cccnc4)ncnc32)c1
0%,3,28%,-18%,0%,15%,?,0%,-8%[59 µM],COc1ccc(-c2csc(N3C(=O)C4C5c6ccccc6C(c6ccccc65)C4C3=O)n2)cc1 (centres undefined)
3%&-1%,-2&13,16%&0%,-31%&-32%,0%&-7%,-3%&-14%,-3%&3%,?,20µM*,COc1ccc(CNCCC(c2ccccc2)c2ccc3c(c2)OCO3)cc1 (centres undefined)
3%,2,4%,-25%,-6%,-8%,-1%,·,·,Cc1ccc(C(C)C)c(OCC(=O)NNC(=O)Nc2ccccc2)c1
5%,-2,-5%,-23%,-13%,0%,-1%,-26%,-43%,CC(=C\c1ccccc1)/C=C1/SC(=O)N(CCCC(=O)Nc2ccc(C(=O)O)cc2)C1=O

Additional results
GLS inh,PI4K2A inh,HP1b chromo inh,JMJD2A Tudor,Tb PGK inh,ERG Ets-DNA blk,Pin1 inhibitor,BAZ2B block,G9a block,Compound
0%,0,-14%,?,-4%,5%,-6%,?,?,COc1ccc(C(=O)COC(=O)Cn2c(C)csc2=O)c(OC)c1
10%,-5,30%,2%,-1%,5%,5%,-11%,-6%,CCCC(=O)C1=C(O)C(C(=O)OC)C(C)(C)CC1=Nc1ccc(OC)cc1 (centres undefined)
-4%,-2,27%,-22%,-4%,-15%,4%,-20%,2%,COc1ccc(CC2(CO)CCN(Cc3cnc(-c4ccccc4C)nc3)CC2)cc1
-11%,-7,17%,-9%,-4%,-2%,0%,6%,33%,Clc1ccc(Cc2nc(-c3cccnc3)no2)cc1
0%,-2,34%,-10%,-7%,2%,-8%,·,·,C[C@H](CO)N1C[C@H](C)[C@@H](CN(C)S(C)(=O)=O)Oc2ccc(NC(=O)NC3CCCCC3)cc2C1=O
3%&3%,-6&-3,29%&36%,-2%&1%,-9%&7%,-12%&2%,2%&9%,-11%&2%,-3%,COC(=O)c1cc2occc2n1Cc1nc(-c2ccccc2F)oc1C
5%,4,11%,-11%,-8%,-2%,-7%,2%,13%,COc1ccc(CC(=O)NNC(=O)c2ccoc2C)cc1OC
-11%,-5,45%[activator],-3%,-3%,0%,0%,2%,-26%[59 µM],Cc1nn(C(C)C(=O)Nc2cccc(F)c2)c(=O)c2c1sc1ccccc12 (centres undefined)
-23%,-10,11%,-5%,-3%,4%,4%,-18%,8%,CN(Cc1nc(Cc2cccc(F)c2)no1)CC1CCOCC1
4%,0,28%,3%,-8%,-2%,0%,·,·,Cc1cccc(C)c1OCC(O)CN1CCc2ccccc2C1 (centres undefined)

Another view of some results above:
molecule	GLS inh	PI4K2A inh	HP1b chromo inh	JMJD2A Tudor	Tb PGK inh	ERG Ets-DNA blk	Pin1 inhibitor	BAZ2B block	G9a block
CCCC(=O)C1=C(O)C(C(=O)OC)C(C)(C)CC1=Nc1ccc(OC)cc1 (centres undefined)	10%	-5	30%	2%	-1%	5%	5%	-11%	-6%
COc1ccc(CC2(CO)CCN(Cc3cnc(-c4ccccc4C)nc3)CC2)cc1	-4%	-2	27%	-22%	-4%	-15%	4%	-20%	2%
Clc1ccc(Cc2nc(-c3cccnc3)no2)cc1	-11%	-7	17%	-9%	-4%	-2%	0%	6%	33%
C[C@H](CO)N1C[C@H](C)[C@@H](CN(C)S(C)(=O)=O)Oc2ccc(NC(=O)NC3CCCCC3)cc2C1=O	0%	-2	34%	-10%	-7%	2%	-8%	·	·
COC(=O)c1cc2occc2n1Cc1nc(-c2ccccc2F)oc1C	3%&3%	-6&-3	29%&36%	-2%&1%	-9%&7%	-12%&2%	2%&9%	-11%&2%	-3%

(more compounds)
GLS inh,PI4K2A inh,HP1b chromo inh,JMJD2A Tudor,Tb PGK inh,ERG Ets-DNA blk,Pin1 inhibitor,BAZ2B block,G9a block,Compound
-1%,-10,37%,-7%,-8%,-7%,1%,-6%,21%[2.33 µM],Cc1ccc(C)c(NC(=O)CN(C)C(=O)CN2C(=O)C3CCCCC3C2=O)c1 (centres undefined)
0%,-8,10%[57 µM],-8%,-8%,-1%,0%,10%,-4%,CN(C)C(CNC(=S)Nc1ccc(Cl)cc1)c1cccnc1 (centres undefined)
28%,-1,48%[activator],2%,i,5%,2%,-19%,56µM*,CC12CCC(C(=O)NNc3ccccc3)(OC1=O)C2(C)C (centres undefined)
-2%,5,3%,-20%,-1%,-3%,-9%,-32%,?,Cc1cc(C)cc(NC(=S)NCCc2ccc(S(N)(=O)=O)cc2)c1
-1%,-1,20%,-12%,0%,4%,-1%,4%,-11%[59 µM],COc1ccc(NC(=O)CSc2nc3ccccc3c(=O)n2CCNC(C)=O)c(OC)c1
-11%,-2,?,56µM*,-3%,4%,?,40µM*,28µM*,CCOC(=O)c1c(C)[nH]c(N=Nc2ccc(OC)cc2)c1C
0%,-3,15%,-1%[57.1 µM],-7%,-4%,1%,-3%,2%[59 µM],CCC(NC(=O)C1CCC1)c1ccc(C)cc1 (centres undefined)
1%,-3,40%[activator],-14%,8%,-1%,-5%,-8%,-27%[59 µM],COCCN1C(=O)c2oc3ccc(C)cc3c(=O)c2C12C(=O)N(C)c1ccccc12 (centres undefined)
2%,3,21%,-24%,-3%,16%,-2%,-11%,19%,COc1cccc(OC)c1C(=O)Nc1nc2cc3c(cc2s1)OCO3
5%,-3,-2%[57 µM],-27%,-13%,-6%,3%,-35%,0%[59 µM],COc1ccc(C)cc1-n1c(SCC(=O)NCc2ccco2)nc2c([nH]c3ccccc32)c1=O
0%,5,17%,-10%,3%,1%,0%,10%,2%[59 µM],CCCn1c(SCC(=O)OCc2ccccc2)nc2c1c(=O)n(C)c(=O)n2C
